# Hsp70 displacement: small molecules displacing fluorescent ligand from Hsp70 – biochemical, fluorescence polarization, primary screen (AID 583). Hsp70 fluorescence polarization probe displacement, mP; higher % means a stronger effect. displacement, % at 20 µM, or IC50 in µM where a hit was titrated. actives 0.06% (n = 140,000); in the data active means displacement above about 50%;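 further: plate controls were vehicle for no effect and reference ligand for full effect; a part of the inactive calls stands beside numbers as strong as those of hits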
# MKP-3 inhibition: inhibition of rat DUSP6 enzyme activity – biochemical, in vitro, primary screen (AID 425); recombinant MKP-3 phosphatase activity, fluorescence; higher % means a stronger effect; inhibition, % at 20 µM, or IC50 in µM where a hit was titrated; actives 0.17% (n = 110,000); in the data active means inhibition above about 50%;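 further: plate controls were vehicle for no effect and reference inhibitor for full effect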
# Numbers without * were called inactive; nt = no result given; & = joins results of further samples. Not all compounds are listed; rates above refer to the full screens.
# The line under a structure holds: Hsp70 displacement, MKP-3 inhibition
> Cc1cccc(-n2c(/C=C/c3ccc(O)cc3)nc3ccccc3c2=O)c1
 : -3.3%, 4%
> Cc1cc(C)cc(N2C(=O)NC(=O)/C(=C\C=C\c3ccccc3)C2=O)c1
 : -2.5%, 3%
> Cc1cccc(C)c1N1CCN(c2c(C)cccc2C)CC1
 : 0.3%, -7%
> Cc1nn(C)cc1/C=C1/CC2C3CC=C4CC(O)CCC4(C)C3CCC2(C)C1=O (stereo not drawn)
 : 1.1%, nt
> COCCNC(=O)c1c(N)n(CCC(C)C)c2nc3ccccc3nc12
 : 4.9%, nt
> O=C(C(Cc1ccccc1)NS(=O)(=O)c1ccc(F)cc1)N1CCC2(CC1)OCCO2 (stereo not drawn)
 : nt, 9%
> CCCOC1NC(=N[N+](=O)[O-])NC1OCCC (stereo not drawn)
 : -0.1%, 6%
> CN(C=O)CP(=O)(O)CN(C)C=O
 : 0.4%, -9%
> CC(C)(C)OC(=O)c1c(N)n(Cc2ccco2)c2nc3ccccc3nc12
 : nt, -4%
> COc1ccc(-c2ccc(C=C3C(=O)NC(=O)NC3=O)o2)c([N+](=O)[O-])c1
 : 2.0%, 0%
> Cc1cc(Cl)ccc1OCC(=O)N1CCN(C)CC1
 : 51%&0.0%, 7%&0%
> O=C(NC1(C(F)(F)F)Oc2ccccc2O1)N1CCC2(CC1)OCCO2
 : -1.1%, nt
> Cc1ccc(S(=O)(=O)N2CC3CC(C2)c2cccc(=O)n2C3)cc1 (stereo not drawn)
 : -0.4%, nt
> CCC(C)N1CCN(Cc2cccc(OC)c2OC)CC1 (stereo not drawn)
 : -5.3%, 4%
> CCN(CC)C(=O)c1ccc(NC(=O)c2cc(-n3cnnc3)ccc2Cl)cc1
 : 3.2%, -9%
> Cc1ccc(C=C2C(=O)NC(=S)N(c3ccccc3F)C2=O)s1
 : -0.4%, 3%
> O=C(NC(Oc1ccccc1Br)C(Cl)(Cl)Cl)c1ccco1 (stereo not drawn)
 : -3.5%, 3%
> O=C1NC(=O)C(=Cc2ccc(-c3ccc([N+](=O)[O-])cc3Cl)o2)C(=O)N1
 : -8.2%, 4%
> Cn1c(O)c(C(c2ccncc2)c2c(O)n(C)c(=S)n(C)c2=O)c(=O)n(C)c1=S
 : -0.4%&1.4%, -2%
> C[C@]12CCC(=O)C=C1CCC1C2CC[C@@]2(C)C1CC[C@@]2(O)CC#N (stereo partly drawn)
 : 2.2%, -1%

# Additional compounds
# The line under a structure holds: Hsp70 displacement, MKP-3 inhibition
> CCOC(=O)c1c(-n2c(C)cc(C=C3C(=O)NC(=S)NC3=O)c2C)sc2c1CCCC2
 : -6.4%, 17%
> O=[N+]([O-])c1cccc(CNCCc2cccc(F)c2)c1
 : 3.3%, 0%
> CCC(=NCCCO)c1c(O)n(-c2ccc(OC)cc2)c(=O)[nH]c1=O
 : 12%, 6%
> CCOc1cc(C(=O)N2CCC3(CC2)OCCO3)cc(OCC)c1OCC
 : -6.3%, -16%
> Cc1ccc(C2(O)CCN3CCCCC32)cc1 (stereo not drawn)
 : -1.6%, -6%
> Cc1cc(Cl)ccc1OC(C)C(=O)O (stereo not drawn)
 : -0.1%, -6%
> CN1C(=O)N(C)C(=O)C2(Sc3ccccc3C2=O)C1=O
 : -1.7%, -2%
> Clc1ccc2c(N3CCNCC3)ccnc2c1
 : 2.4%, -13%
> CC(Cc1ccccc1)[n+]1cc(/N=C(\[O-])N(C)C)on1 (stereo not drawn)
 : -1.0%, -12%
> CCn1c(=O)cc(OCC(=O)N2CCC3(CC2)OCCO3)c2ccccc21
 : 2.4%, 5%
> Cc1ccc(S(=O)(=O)N(C)CCCC(=O)N2CCN(c3ccccn3)CC2)cc1
 : 0.1%, -3%
> COCCCn1c(N)c(C(=O)OC(C)COC)c2nc3ccccc3nc21 (stereo not drawn)
 : 6.5%, -10%
> N[C@@H](Cc1c[nH]c2ccccc12)c1nnc(SCc2ccccc2)o1
 : 1.6%, -10%
> OC1(c2ccc(F)cc2)CC2CCC(C1)N2Cc1nnnn1C1CCCC1 (stereo not drawn)
 : -2.9%, -5%
> CCCC(C)C1(CC)C(=O)NC(=Nc2ccccc2)NC1=O (stereo not drawn)
 : -0.4%, nt
> O=C1CCCC2=C1C(c1cccnc1)Nc1ccccc1N2 (stereo not drawn)
 : -1.4%, -11%
> CCc1c(C)sc(NC(=O)C23CC4CC(CC(C4)C2)C3)c1C(=O)OC
 : 2.3%, 0%
> Nc1ccccc1C(=O)OCC(=O)N1CCc2ccccc21
 : 2.8%, nt
> Cc1ccccc1OCCN=Cc1c(O)n(C)c(=O)n(C)c1=O
 : 0.8%, nt
> CN(C)CCc1nc2ccccc2c(=O)n1-c1ccccc1
 : -2.6%, -6%

# (list continues)
# The line under a structure holds: Hsp70 displacement, MKP-3 inhibition
> O=C(CN1C(=O)c2ccccc2C1=O)Nc1ccc(Cl)cc1C(=O)c1ccccc1
 : -0.7%, 1%
> CN1CCN(c2nc3ccccc3c(=O)n2-c2ccccc2)CC1
 : 6.7%, -8%
> COP(=O)(OC)C1(Nc2ccc(C)cc2)CCCCC1
 : -0.4%, nt
> COc1cc2c3c(c1OC)-c1cc(O)ccc1CC3NCC2 (stereo not drawn)
 : 4.8%, -2%
> CCCC12CN3CC(CCC)(CN(C1)C3c1ccccn1)C2=O (stereo not drawn)
 : 0.4%, -8%
> CN1C2CCC1CC(OC(=O)c1ccc(Cl)cc1)C2 (stereo not drawn)
 : -3.6%, 0%
> O=c1[nH]c2ccccc2c(=O)n1-c1ccccc1
 : -2.0%, 2%
> CC(=Nc1c(C)n(C)n(-c2ccccc2)c1=O)c1c(O)n(Cc2ccccc2)c(=O)[nH]c1=O
 : -5.5%, nt
> CC(=NCCN1CCOCC1)c1c(O)n(-c2ccccc2C)c(=O)[nH]c1=O
 : nt, 3%
> CC1CCC(NCCc2ccc3c(c2)OCO3)CC1 (stereo not drawn)
 : -1.2%&-4.4%, -10%&5%
> Cc1ccccc1CN1CCN(C(=O)COc2ccc(Cl)cc2)CC1
 : -0.6%, 2%
> O=C1NC(=S)NC(=O)C1=Cc1ccc(OCc2ccccc2)c(OCc2ccccc2)c1
 : 2.0%, 6%
> Cc1ccccc1N1C(=O)NC(=O)/C(=C\c2cc(C)n(C)c2C)C1=O
 : 0.2%, 0%
> CCN(CC)S(=O)(=O)c1ccc(N=Cc2c(O)n(-c3ccccc3)c(=O)[nH]c2=O)cc1
 : 6.3%, 0%
> COc1ccc(CC2C(=O)NC(=O)NC2=O)c(OC)c1
 : 5.1%, -5%
> Cn1c(O)c(C=NC2CC3CCC2(C)C3(C)C)c(=O)[nH]c1=O (stereo not drawn)
 : 6.1%, -2%
> O=C(c1ccc2c(c1)ncn2C1CCCCCC1)N1CCC2(CC1)OCCO2
 : -1.1%, nt
> Cc1cccc(-n2c(C)nc3cc(C(=O)N4CCC5(CC4)OCCO5)ccc32)c1
 : -3.1%, -6%
> CC1(C)C2CC=C(CN3CCC(O)CC3)C1C2 (stereo not drawn)
 : -5.8%, -4%
> COc1ccc(Cn2c(O)c(C=NCCN3CCOCC3)c(=O)[nH]c2=O)cc1
 : -3.9%, -1%

# (next part)
# The line under a structure holds: Hsp70 displacement, MKP-3 inhibition
> CC(C)n1cc(C(=O)N(CC(=O)NC(C)(C)C)Cc2ccccc2)cn1
 : 2.1%, nt
> CCCCCCn1c(N)c(C(=O)NCCN2CCOCC2)c2nc3ccccc3nc21
 : 5.8%, 3%
> CCCCSc1nc2ccccc2c(=O)n1-c1ccccc1OC
 : 4.4%, 6%
> CC(=O)OC1(c2ccccc2)CCN(C)C2CCCCC21 (stereo not drawn)
 : -4.1%, 4%
> Cc1cccc(N2CCc3c2nc2ccccc2c3N)c1
 : 1.4%&2.7%, -8%&5%
> CC(=O)Nc1ccc(S(=O)(=O)NC(CC(=O)N2CCC3(CC2)OCCO3)C(C)C)cc1 (stereo not drawn)
 : 4.3%, -3%
> O=C(Cc1ccc(Cl)cc1)N1CCN(C/C=C/c2ccccc2)CC1
 : -1.9%, 5%
> CCCCOc1ccc(CN2CCN(CC)CC2)cc1
 : 1.5%, nt
> Cc1c(C=O)c2ccccc2n1Cc1ccc(Cl)cc1
 : -5.2%, 7%
> CCCC[n+]1cc(/N=C(\[O-])OC)on1
 : 0.4%, -1%
> COc1ccc(/C=C/c2nc3ccccc3c(=O)n2-c2ccc(O)cc2)cc1
 : -0.5%, 1%
> COc1cc(Br)cc(CN2CCN(C)CC2)c1O
 : 4.8%, -1%
> CCCCn1c(O)c(C=NC2CCCCC2N)c(=O)[nH]c1=O (stereo not drawn)
 : 2.9%, -4%
> COc1cc2c(cc1OC)CC(C)(C)[N+](C)=C2
 : -1.0%, 0%
> COc1ccc2c(c1)c(C(=O)CN1CCN(C)CC1)c(C)n2Cc1ccccc1
 : -1.9%, -2%
> CCC(COC(=O)NC)NC(=O)Oc1ccccc1 (stereo not drawn)
 : -3.5%, nt
> O=C1NC(=S)N(c2cccc(Br)c2)C(=O)/C1=C/c1ccco1
 : 96%*, 108%*
> O=C1C2CCN(CC2)C1Cc1ccc(OCCOc2ccccc2)cc1 (stereo not drawn)
 : 0.2%, -3%
> COc1ccc(CCn2c(O)c(C=NCCCN(C)C)c(=O)[nH]c2=O)cc1OC
 : 4.7%, -11%
> COc1ccccc1-n1c(O)c(C=Nc2c(C)n(C)n(-c3ccccc3)c2=O)c(=O)[nH]c1=O
 : 0.4%, -19%

# The list goes on, starting with the last 2 of the part before.
# The line under a structure holds: Hsp70 displacement, MKP-3 inhibition
> COc1ccc(CCn2c(O)c(C=NCCCN(C)C)c(=O)[nH]c2=O)cc1OC
 : 4.7%, -11%
> COc1ccccc1-n1c(O)c(C=Nc2c(C)n(C)n(-c3ccccc3)c2=O)c(=O)[nH]c1=O
 : 0.4%, -19%
> O=c1[nH]c(=O)n(CCC2=CCCCC2)c(O)c1C=NCc1cccnc1
 : 7.1%, -10%
> CCOc1ccc(CNCCc2ccc(Cl)cc2)cc1
 : -3.7%, 4%
> CCCCCCn1c(=O)c(C(=O)Nc2ccncc2)c(O)c2ccccc21
 : -0.6%, -14%
> CC1(C)COC(Nc2cccc(Cl)c2)=N1
 : 3.7%, nt
> CCOC(=O)C1=C(C)OC(N)=C(C#N)C12C(=O)Nc1ccc(C)cc12 (stereo not drawn)
 : 4.3%, 6%
> CCCCN1CCC(C#N)(Nc2ccccc2)CC1
 : 1.2%, -3%
> C=CCN1C(=O)/C(=C\c2cccn2-c2ccc([N+](=O)[O-])cc2)C(=O)NC1=S
 : 20%, 38%
> Clc1ccccc1CNCCc1ccc2c(c1)OCO2
 : -12%, 2%
> Cc1ccc(Cn2nnnc2CN2CCC(n3nnc4ccccc43)CC2)cc1
 : -0.5%, -12%
> CC(C)OC(NC(=O)c1ccco1)C(Cl)(Cl)Cl (stereo not drawn)
 : -6.3%, 3%
> O=C1NC(=O)N(c2ccc(Br)cc2)C(=O)/C1=C/c1ccc(Oc2ccc([N+](=O)[O-])cn2)cc1
 : 5.0%, 0%
> O=C1NC(=O)C(CCc2ccncc2)(c2ccccc2)C(=O)N1
 : 11%, 2%
> O=P(O)(O)C#Cc1ccccc1
 : 1.0%, 0%
> CC[N+](CC)(CC)CCCCCCCCCC[N+](CC)(CC)CC
 : -0.1%, nt
> C=CCn1c(O)c(C(C)=NCCC2=CCCCC2)c(=O)[nH]c1=O
 : 0.2%, nt
> CCCc1nc2ccccc2c(=O)n1-c1ccc(OC)cc1
 : -0.4%, nt
> CCSc1nnc(C(N)Cc2ccccc2)o1 (stereo not drawn)
 : 8.0%, nt
> O=C1CCCN1C(=O)c1cncc(Br)c1
 : -2.5%, nt
> CC(=O)C1C(=O)NC23CCCCC2C1c1ccccc1O3 (stereo not drawn)
 : 3.7%, -5%

# Sorted by molar mass (ascending): 22 of the compounds above
# The line under a structure holds: Hsp70 displacement, MKP-3 inhibition
> O=P(O)(O)C#Cc1ccccc1
 : 1.0%, 0%
> CC1(C)COC(Nc2cccc(Cl)c2)=N1
 : 3.7%, nt
> CCSc1nnc(C(N)Cc2ccccc2)o1 (stereo not drawn)
 : 8.0%, nt
> CCCCN1CCC(C#N)(Nc2ccccc2)CC1
 : 1.2%, -3%
> CCC(COC(=O)NC)NC(=O)Oc1ccccc1 (stereo not drawn)
 : -3.5%, nt
> O=C1CCCN1C(=O)c1cncc(Br)c1
 : -2.5%, nt
> CC(=O)C1C(=O)NC23CCCCC2C1c1ccccc1O3 (stereo not drawn)
 : 3.7%, -5%
> Clc1ccccc1CNCCc1ccc2c(c1)OCO2
 : -12%, 2%
> CCCc1nc2ccccc2c(=O)n1-c1ccc(OC)cc1
 : -0.4%, nt
> CC(C)OC(NC(=O)c1ccco1)C(Cl)(Cl)Cl (stereo not drawn)
 : -6.3%, 3%
> C=CCn1c(O)c(C(C)=NCCC2=CCCCC2)c(=O)[nH]c1=O
 : 0.2%, nt
> CCOC(=O)C1=C(C)OC(N)=C(C#N)C12C(=O)Nc1ccc(C)cc12 (stereo not drawn)
 : 4.3%, 6%
> CC[N+](CC)(CC)CCCCCCCCCC[N+](CC)(CC)CC
 : -0.1%, nt
> O=C1C2CCN(CC2)C1Cc1ccc(OCCOc2ccccc2)cc1 (stereo not drawn)
 : 0.2%, -3%
> O=c1[nH]c(=O)n(CCC2=CCCCC2)c(O)c1C=NCc1cccnc1
 : 7.1%, -10%
> CCCCCCn1c(=O)c(C(=O)Nc2ccncc2)c(O)c2ccccc21
 : -0.6%, -14%
> O=C1NC(=S)N(c2cccc(Br)c2)C(=O)/C1=C/c1ccco1
 : 96%*, 108%*
> C=CCN1C(=O)/C(=C\c2cccn2-c2ccc([N+](=O)[O-])cc2)C(=O)NC1=S
 : 20%, 38%
> Cc1ccc(Cn2nnnc2CN2CCC(n3nnc4ccccc43)CC2)cc1
 : -0.5%, -12%
> COc1ccc2c(c1)c(C(=O)CN1CCN(C)CC1)c(C)n2Cc1ccccc1
 : -1.9%, -2%
> COc1ccc(CCn2c(O)c(C=NCCCN(C)C)c(=O)[nH]c2=O)cc1OC
 : 4.7%, -11%
> O=C1NC(=O)N(c2ccc(Br)cc2)C(=O)/C1=C/c1ccc(Oc2ccc([N+](=O)[O-])cn2)cc1
 : 5.0%, 0%
